# RORgamma inh: qHTS for inhibitors of ROR gamma transcriptional activity | Potency, µM (highest dose often 53.6 µM), without a hit: top-dose activity change, negative = inhibition, usual class: inhibitors | Drosophila S2 Gal4-RORgamma UAS-luciferase reporter, 20 h | Nuclear receptor ROR-gamma (Mus musculus), P51450 | 5.4% of 310,000 active; note: % is set by controls: 0 for no effect and ±100 for the full control effect; nearly all actives have a fitted effect of over 60% in size
#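 Schneider cells (Drosophila), stable Gal4 DBD–ROR gamma + UAS-luc; 1 hr cmpd preincubation; Cu2+ induction 700 uM final; 20 hr ambient; luminescence.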
# FLuc modulator: qHTS profiling assay for firefly luciferase inhibitor/activator using purifed enzyme and Km concentrations of substrates (counterscreen for miR-21 project); Luciferin 4-monooxygenase (Photinus pyralis), P08659; purified FLuc, Km substrates, luminescence inhibition; Potency, µM (highest dose often 57.5 µM), for the others: at the top dose activity change, negative = inhibition, most hits filed as inhibitors; 6.9% of 360,000 active;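 note: plate controls were vehicle for no effect and reference inhibitor for full effect; nearly all actives have a fitted effect of over 55% in size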
# Target sequence (P08659 whole entry, looked up): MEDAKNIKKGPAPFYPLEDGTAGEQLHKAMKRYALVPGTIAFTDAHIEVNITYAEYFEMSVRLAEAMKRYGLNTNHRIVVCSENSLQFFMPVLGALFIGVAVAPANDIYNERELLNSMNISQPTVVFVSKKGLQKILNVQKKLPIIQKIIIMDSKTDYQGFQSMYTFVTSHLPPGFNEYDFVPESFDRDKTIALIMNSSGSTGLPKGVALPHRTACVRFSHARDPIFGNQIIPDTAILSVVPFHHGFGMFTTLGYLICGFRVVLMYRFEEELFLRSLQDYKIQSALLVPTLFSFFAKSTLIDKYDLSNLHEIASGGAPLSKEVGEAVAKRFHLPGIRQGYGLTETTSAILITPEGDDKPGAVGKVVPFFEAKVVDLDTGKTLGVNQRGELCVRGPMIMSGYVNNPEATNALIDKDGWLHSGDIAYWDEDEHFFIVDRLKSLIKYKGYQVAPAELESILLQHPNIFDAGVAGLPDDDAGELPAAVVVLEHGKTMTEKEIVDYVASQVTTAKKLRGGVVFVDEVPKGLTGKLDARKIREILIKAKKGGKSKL
#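 Purified P. pyralis luciferase (10nM final) with 10uM D-luciferin and 10uM ATP (Km levels) in 50mM Tris acetate pH 7.5, 10mM Mg acetate, 0.01% Tween-20, 0.05% BSA; qHTS 6-point titration, ~60 µM downward; luminescence read.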
# uPA generation: qHTS for Inhibitors of Cell Surface uPA Generation; AID 540303, 2011; cell surface uPA generation assay, qHTS; 0.31% of 330,000 active; Potency, µM (titrated, usually from 38.3 µM), without a hit: at the highest dose activity change, negative = inhibition, actives largely listed as inhibitors; active = well fitted inhibition curve with a large enough effect; inconclusive = small, poorly fitted or top-dose-only effect; inactive = no such curve, though single readings can be large or run the other way; tested in mouse RAW 264.7 cells; note: % is set by controls: 0 for no effect and ±100 for the full control effect; nearly all actives have a fitted effect of over 55% in size
# NPC1 promoter act: qHTS Assay for NPC1 Promoter Activators; Huh7 NPC1 promoter luciferase reporter, 24 h; Potency, µM (titrated, usually from 9.22 µM), inactives show at the highest dose activation, actives largely listed as activators; 2.4% of 320,000 active; AID 485313, 2010;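 note: % of control where 0% means no effect; nearly all actives have a fitted effect of over 60% in size; reporter is driven by a mutant NPC1 promoter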
#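 Luminescence read-out of NPC1 promoter-driven luciferase in stably transfected Huh7 cells; compounds delivered in DMSO and left 24 h at 37C, 5% CO2, qHTS titration format.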
# Rab9 prom act: qHTS Assay for Rab9 Promoter Activators; Potency, µM (doses to about 9.22 µM), for inactives: at the highest dose activation, negative = inhibition, usual class: activators; Huh7 Rab9 promoter-luciferase reporter, luminescence, 24 h; 2.8% of 320,000 active; AID 485297, 2010; note: % of control where 0% means no effect; nearly all actives have a fitted effect of over 60% in size
#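 Quantitative HTS format; Huh7 Rab9-luciferase reporter cells (1500/well) receive compound 2 h post-plating, incubate 24 h at 37 °C, then get luciferase reagent for 10 min before luminescence reading.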
# CXXC DNA block: qHTS Fluorescence Polarization Assay for Inhibitors of MLL CXXC domain - DNA interaction; AID 2662, 2010; 0.037% of 290,000 active; Potency, µM (series often up to 115 µM), for inactives: at the highest dose activity change, negative = inhibition, most hits filed as inhibitors; Histone-lysine N-methyltransferase 2A (Homo sapiens), Q03164; MLL-CXXC / FITC-HOXA9 DNA fluorescence polarization; active = well fitted inhibition curve with a large enough effect in the polarisation, with a control signal flat, not every such curve was filed as active; inconclusive = small, poorly fitted or top-dose-only effect, or effect the other way, or a change in a side signal; inactive = no such curve, though single readings can be large or run the other way; the % refers to the polarisation
#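 Purified MLL-CXXC (added from a 7 uM solution) was preincubated 5 min at ambient with pinned compounds in 50 mM Tris-HCl pH 7.5, 50 mM NaCl, 1 mM DTT, 0.05% BSA. Fluorescein-labeled HOX-A9 DNA (50 nM solution) followed, 30 min, then polarization read.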
# BRCA1 expr act: qHTS Assay to Identify Small Molecule Activators of BRCA1 Expression; MCF7-BRCA1-FFLuc reporter, luminescence, 48 h; response scale: scaled: vehicle 0%, 10 µM genistein 100%; Potency, µM (series often up to 46.1 µM), without a hit: at the top dose activation, most hits filed as activators; 1.1% of 380,000 active; AID 624202, 2012; note: nearly all actives have a fitted effect of over 80% in size; some results filed as inactive show a strong effect at the top dose
#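 Luminescence from a BRCA1-driven firefly luciferase in MCF7 cells was read after 48 h compound exposure at 37 C. Data normalized against DMSO and a 10microM genistein activation control, then curve-fitted across the titration.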
# Gal4-VP16 FLuc: VP16 counterscreen qHTS for inhibitors of ROR gamma transcriptional activity. Potency, µM (doses to about 53.6 µM), without a hit: top-dose activity, negative = inhibition, hits mostly inhibitors. 3.5% of 310,000 active. Drosophila S2 Gal4-VP16 UAS-luciferase, luminescence, 20 h;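 note: Gal4-VP16 expression switched on by copper sulfate through the metallothionein promoter; % is set by controls: 0 for no effect and ±100 for the full control effect; nearly all actives have a fitted effect of over 50% in size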
# p53 reactivation: qHTS assay for re-activators of p53 using a Luc reporter. H1299 p53-A138V BP100-luciferase reporter, luminescence, 24 h. Potency, µM (doses to about 92.2 µM), for the others: at the highest dose activity change, positive = activation, hits mostly activators. 0.063% of 320,000 active; note: % of control where 0% means no effect; nearly all actives have a fitted effect of over 45% in size
#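 H1299 (p53-null), stable ts p53-A138V + BP100-Luc; 1000 cells/well, Opti-MEM/10% FBS; cpd 4 pt, 1:5; 24 h, 37 deg C, 5% CO2; detection reagent 10 min RT; luminescence.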
# ELG1 genotoxic: qHTS screen for small molecules that induce genotoxicity in human embryonic kidney (HEK293T) cells expressing luciferase-tagged ELG1; HEK293T ELG1-luciferase reporter, luminescence, 16 h; Potency, µM (titrated, usually from 46 µM), without a hit: at the highest dose activity change, positive = activation, most hits filed as activators; 1.3% of 330,000 active; AID 504466, 2011; note: % of control where 0% means no effect; nearly all actives have a fitted effect of over 60% in size
#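 HEK293T cells expressing luciferase-tagged ELG1 were treated with compound or DMSO for 16 hr at 37°C. Luciferase activity was then read after 30 min with ONE-Glo at room temperature; rising signal flags genetic stress.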
# MBNL1-CUG inh: qHTS Assay for Inhibitors of MBNL1-poly(CUG) RNA binding. TR-FRET MBNL1-His/biotin-(CUG)12 binding, 665/545 ratio. Potency, µM (doses to about 57.5 µM), for the others: at the highest dose activity change, negative = inhibition, usual class: inhibitors. 0.036% of 280,000 active. AID 2675, 2010. Muscleblind-like protein 1 (Homo sapiens), Q9NR56; active = well fitted inhibition curve with a large enough effect in the signal ratio, with a control signal flat, not every such curve was filed as active; inconclusive = small, poorly fitted or top-dose-only effect, or effect the other way, or a change in a side signal; inactive = no such curve, though single readings can be large or run the other way; the % refers to the signal ratio; note: % is set by controls: 0 for no effect and ±100 for the full control effect
# Target sequence (Q9NR56 whole entry, looked up): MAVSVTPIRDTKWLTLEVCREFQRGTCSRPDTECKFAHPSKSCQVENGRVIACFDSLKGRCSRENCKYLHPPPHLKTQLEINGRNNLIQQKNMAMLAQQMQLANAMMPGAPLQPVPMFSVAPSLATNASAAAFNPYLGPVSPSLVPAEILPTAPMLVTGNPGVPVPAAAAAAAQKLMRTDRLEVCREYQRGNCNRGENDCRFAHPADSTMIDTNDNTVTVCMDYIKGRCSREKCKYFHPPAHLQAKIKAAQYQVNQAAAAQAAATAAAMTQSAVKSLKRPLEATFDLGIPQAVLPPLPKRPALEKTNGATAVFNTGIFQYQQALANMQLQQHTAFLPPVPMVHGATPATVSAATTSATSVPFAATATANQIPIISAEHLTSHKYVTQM
#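 TR-FRET between His-tagged MBNL1 and biotin-(CUG)12 RNA, detected with Tb anti-His antibody (0.055 ng/ul) and streptavidin-XL665 (5 nM), 60 min at room temperature. Compounds titrated 92 nM to 58 uM; 665/545 nm ratio normalized to buffer and complex controls.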
# * hit, by the source's call; ? = inconclusive; . = not tested or not shown; & = joins results of further samples; [ ] = remark or other dose. Unless noted, calls come from the whole dose curve; as a rule, active = well fitted curve in the direction sought with a large enough effect; inconclusive = small, poorly fitted or top-dose-only effect, or another doubt; inactive = no such curve, though single readings can be large; an effect the other way counts as inactive or inconclusive. Potency is the fitted concentration of half-maximal effect.
SMILES,RORgamma inh,FLuc modulator,uPA generation,NPC1 promoter act,Rab9 prom act,CXXC DNA block,BRCA1 expr act,Gal4-VP16 FLuc,p53 reactivation,ELG1 genotoxic,MBNL1-CUG inh
N#CC1(NC(=O)COC(=O)CCN=C2NS(=O)(=O)c3ccccc32)CCCCC1,5%,5%,3%,4%,4%,-7%,9%,-10%,17%,-1%,-2%
CC(C)C(NC(=O)OCc1ccccc1)C(=O)O (stereo not drawn),4%,5%,0%,-2%,-1%,-1%,-5%,-6%,1%,0%,0%
CN1CCN(CCCNC(=O)CCCOc2cc(=O)n(C)c3ccccc23)CC1,-13%,15%,-3%,-5%,-10%,?,-9%,-6%,3%,5%,2%
CCC(=O)OCc1c(C(F)(F)F)nn(C)c1Sc1ccc(Cl)cc1,14%,0%,-1%,-2%,0%,-6%,-3%[1.84 µM],1%,-3%,-3%,-4%
O=C(O)/C=C/C(=O)Nc1ccc(Oc2ccccc2)cc1,12%,?,3%,-1%,2%,-10%,2%,0%,1%,0%,-11%
CCOc1ccccc1CNC(=O)c1nn(C)c2c1CS(=O)(=O)c1ccccc1-2,-2%,-1%,3%,4%,-2%,2%,-1%,-5%,-3%,-9%,5%
Oc1ccc(-c2csc(Nc3ccccn3)n2)cc1,-2%,6.7µM*,-9%,2µM*,3.2µM*,2%,?,-7%,?,7.3µM*,-4%
CCN1C(=O)c2ccc(C(=O)Nc3ccc4c(c3)OCO4)cc2C1=O,-7%,2.7µM*,-3%,30%,16%,2%,41%,?,21%,?,?
CC1=CCCC(C)(C)C1/C=C/C(C)=N/NC(=O)c1ccncc1 (stereo not drawn),2.8µM*,-3%,-1%,-8%,-2%,-3%,-37%,?,-2%,-15%,2%
CC(C)N(CCCNC(=O)c1ccc(N2CCCC2=O)cc1)Cc1ccccc1,-22%,0%,-12%,-6%,?,-1%,8%,1%[10 µM],0%,?,2%
COc1ccc(CCNC(=O)Cn2c(-c3nonc3N)nc3ccccc32)cc1OC,4%,1%,8%,2%,0%,17%,-15%,-10%,-7%,-7%,-1%
O=C(CN1CCCCC1)NN(Cc1ccccc1)c1ccccc1,-25%,-1%,-1%,0%,-10%,-11%,0%,-13%,5%,0%,13%
CCN(CC(=O)Nc1cccc(S(N)(=O)=O)c1)Cc1nc2ccccc2c(=O)[nH]1,2.8µM*,4%,0%,0%,-1%,29%,-8%,7.9µM*,3%,0%,-7%
CCC(=O)N1CCc2cc(S(=O)(=O)N3CCCC3)ccc21,-1%,-2%,-9%,1%,0%,13%,-12%,-2%,6%,1%,-4%
O=C(Cc1c(F)cccc1Cl)Nc1cc(S(=O)(=O)N2CCCCC2)ccc1N1CCOCC1,-1%,-12%,0%,-2%,2%,-13%,-18%,1%,-3%,-4%,-3%
COCCCNC(=O)/C(C#N)=C/c1c(N2CCN(c3ccc(OC)cc3)CC2)nc2c(C)cccn2c1=O,-18%,-2%,-9%,-8%,-3%[1.84 µM],2%,-55%,-3%,-5%,-12%,?
COc1cc(/C=N/NC(=O)c2ccncc2)ccc1O,-3%&-7%,-7%&-11%,-10%&35%,2%&1%,2%&1%,3%&-2%,-17%&-8%,-2%&-7%,16%&15%,2%&-3%,?
COc1cc(OC)cc(C(=O)OC(C)C(=O)NC2CCCc3ccccc32)c1 (stereo not drawn),.,0%,-1%,2%,-9%,.,-3%,.,-5%,-4%,.
CCn1c(O)c(/C=C2\C=NN=C2c2ccc(C)cc2)sc1=S,12%,4%,2%,1%,4%,23%,-4%,5%,-4%,-1%,5%
O=C(NNC1=NCCC1)c1cccc(S(=O)(=O)N2CCOCC2)c1,?,-1%,2%,0%,-3%,-3%,-10%,?,-11%,1%,-12%
Cc1ccc(OC(=O)c2ccncc2)c(C)c1,1%[1.91 µM],-15%,-11%,2%,4%,2%,16%,-1%,16%,-1%,-16%
Cc1c(C)c2ccc(OCC(=O)Nc3cccnc3)c(C)c2oc1=O,1%,11µM*,-10%,?,20%,-2%,-10%,17%,?,?,6%
COc1ccc(-c2[nH]ncc2/C=N/NC(=O)c2ccc(Br)cc2)c(OC)c1,?,?,-8%,1%,0%,7%,0%,?,-17%,-7%,?
CCCCN(CC)S(=O)(=O)N1CCC(C(=O)NCCCN2CCOCC2)CC1,0%,6%,1%,-5%,1%,-3%,-7%,-6%,1%,-2%,4%
Cc1cc2c(C)c(C)c(=O)[nH]c2cc1N,-14%,11%,-3%,-8%,-3%,13%,-60%,10%,2%,?,8%
CN1C(=O)C(O)(C2COC(C)(C)CC2=O)c2ccccc21 (stereo not drawn),-24%,-2%,-11%,1%,9%,4%,-12%,-11%,0%,-3%,22%
CCn1c(Cc2ccc(OC)cc2)nnc1SCC(=O)NC1CC1,0%,3%,3%,-4%,0%,-4%,-10%,-6%,?,3%,-6%
CCOc1ccc(N2CC(C(=O)NCCN3C(=O)S/C(=C\c4ccc(OC)c(OC)c4)C3=O)CC2=O)cc1 (stereo not drawn),-2%,5%,6%,1%,1%,9%,-18%,-7%,-5%,0%,20%
O=C(COc1cccnc1[N+](=O)[O-])NC1CCS(=O)(=O)C1 (stereo not drawn),-7%,-2%,-3%,-1%,-1%,1%,-17%,12%,-6%,4%,?
N#CCCN(Cc1cccs1)C(=O)c1ccc(Cl)cc1,43%,1%,-23%,-4%,1%,5%,-18%,0%,0%,-2%,.
Cc1cc(=O)oc2ccc(OC(=O)CN3C(=O)c4cccc([N+](=O)[O-])c4C3=O)cc12,1%,5%,-1%,-1%,-4%,-16%,4%,30%,14%,5%,.
CCCCOc1ccc(C(=O)N/C(=C/C=C/c2ccccc2)C(=O)N2CCOCC2)cc1,25%,-15%,-3%,2%,15%,9%,-23%,2%,6%,-3%,0%
COc1ccc(Br)cc1CN(C)CC(=O)Nc1cc(Cl)cc(Cl)c1,-23%[10 µM],-1%,2%,-4%,0%,5%,-46%,-3%,-2%,-2%,.
CN1CCN(C(=S)Nc2ccc(Cl)cc2)CC1,0%,?,15%,-7%,0%,5%,-1%,5%,13%,0%,-5%
CS(=O)(=O)c1ccc(-c2csc(-c3cccnc3)n2)cc1,14%,?,-4%,4%,11%,-13%,66%,4%,0%,0%,?
C=CCNC(=O)C1CC(=O)N(c2ccc(OCc3ccc(F)cc3)cc2)C1 (stereo not drawn),-32%,7.6µM*,-6%,1.1µM*,1.4µM*,-1%,75%,4%,?,18µM*,0%

# In another format: 5 of the compounds above.
# Below each compound: RORgamma inh	FLuc modulator	uPA generation	NPC1 promoter act	Rab9 prom act	CXXC DNA block	BRCA1 expr act	Gal4-VP16 FLuc	p53 reactivation	ELG1 genotoxic	MBNL1-CUG inh
Cc1cc2c(C)c(C)c(=O)[nH]c2cc1N
  -14%	11%	-3%	-8%	-3%	13%	-60%	10%	2%	?	8%
CN1C(=O)C(O)(C2COC(C)(C)CC2=O)c2ccccc21 (stereo not drawn)
  -24%	-2%	-11%	1%	9%	4%	-12%	-11%	0%	-3%	22%
CCn1c(Cc2ccc(OC)cc2)nnc1SCC(=O)NC1CC1
  0%	3%	3%	-4%	0%	-4%	-10%	-6%	?	3%	-6%
CCOc1ccc(N2CC(C(=O)NCCN3C(=O)S/C(=C\c4ccc(OC)c(OC)c4)C3=O)CC2=O)cc1 (stereo not drawn)
  -2%	5%	6%	1%	1%	9%	-18%	-7%	-5%	0%	20%
O=C(COc1cccnc1[N+](=O)[O-])NC1CCS(=O)(=O)C1 (stereo not drawn)
  -7%	-2%	-3%	-1%	-1%	1%	-17%	12%	-6%	4%	?

# Screens (PubChem BioAssay)

# Not all compounds are listed. The share of hits here may be higher or lower than overall.
